From PubChem BioAssay
IL1B NFkB inh: blocks IL-1B driven NFkB nuclear translocation in HUVEC cells; HUVEC IL-1B NFkB p65 nuclear translocation imaging; inhibition, % at 2 µM; 0.43% of 94,000 active;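 active = inhibition above about 30% together with a positive call from visual inspection of the well image, limit read from the data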;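 note: nuclear over cytoplasmic p65 intensity ratio measured by imaging; 0% = IL-1B stimulated DMSO wells and 100% = unstimulated DMSO wells; values of inactives mirror those of a sister screen read the other way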
NFkB transloc pot: enhances IL-1B driven NFkB nuclear translocation; HUVEC IL-1B NFkB p65 nuclear translocation imaging; activation, % at 2 µM; 0.3% of 94,000 active;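 active = activation above 40%, about the mean plus 3 SD, also judged a hit on visual image review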;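 note: percent activation is computed from the nuclear over cytoplasmic p65 intensity ratio; values of inactives mirror those of a sister screen read the other way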
MRP reversal: reverses drug resistance mediated by MRP; H69AR cells + 2 uM doxorubicin, CellTiter-Glo, 72 h; differential viability (reversal), % at 10 µM; 0.04% of 85,000 active;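 active = viability drop by adding the cancer drug above about 55%, with treated viability meeting a 40% cutoff, limit read from the data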;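 note: viability without doxorubicin minus viability with 2 µM doxorubicin for each compound; larger differential means the compound sensitizes cells more to doxorubicin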
PLAP inhibition: PLAP enzyme inhibitors, biochemical, luminescence, HTS (AID 690). purified PLAP, luminescent substrate; higher % means a stronger effect. one-dose inhibition, % at 20 µM; IC50 in µM for titrated hits. 0.08% of 96,000 active; in the data active = a potency from the dose series; inactive = the rest, 99 in 100 with inhibition below about 30%; note: strong numbers were not always called active
Bcl-B TR3 displacers: displacers of TR3 peptide from Bcl-B, primary screen, selectivity assay for Bfl-1 inhibitor project, biochemical, fluorescence polarization | FP displacement of FITC-TR3 peptide from Bcl-B; higher % means a stronger effect | one-dose displacement, % at 20 µM; IC50 in µM for titrated hits | 0.11% of 96,000 active | AID 748;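 active = displacement above 50% at 20 µM plus a fluorescence interference ratio under 1.5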;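 note: plate controls were wells without compound for no effect and wells lacking Bcl-B protein for full effect; a part of the inactive calls stands beside numbers as strong as those of hits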
MRP reversal cytotoxicity: further read-out of MRP reversal, marked with its call; viability, %; H69AR cells, CellTiter-Glo, 72 h; measured here: cytotoxicity without doxorubicin
MRP reversal with doxorubicin: also measured in MRP reversal; calls as there; viability, %; measured here: viability with 2 uM doxorubicin; stronger effect = lower value
IL1B NFkB inh cell count 2 µM: recorded beside IL1B NFkB inh, whose call it bears; cell count; measured here: cells passing quality filter;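 raw number of nuclei counted in each imaged well without normalization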
NFkB transloc pot cell count 2 µM: recorded beside NFkB transloc pot, whose call it bears; cell count; measured here: cells passing quality filter
* marks the source's active call; other numbers are inactive results.

The first 2 entries, ahead of the listing:
What do the screens show for `COc1cccc(OCCCCN2CC(C)OC(C)C2)c1` (configuration not stated)?
IL1B NFkB inh: -7.0; NFkB transloc pot: 7.0; MRP reversal: -4.7; PLAP inhibition: -29.8%; Bcl-B TR3 displacers: 5.8%; MRP reversal cytotoxicity: 80.9; MRP reversal with doxorubicin: 85.7; IL1B NFkB inh cell count 2 µM: 137; NFkB transloc pot cell count 2 µM: 137

Results for CC1CCCN(Cc2cnc(Cl)s2)C1 (configuration not stated) ?
IL1B NFkB inh: -1.6; NFkB transloc pot: 1.6; PLAP inhibition: -11.4%; Bcl-B TR3 displacers: 1.7%; IL1B NFkB inh cell count 2 µM: 112; NFkB transloc pot cell count 2 µM: 112

Main list, from the first entry:
What do the screens show for `COc1cccc(OCCCCN2CC(C)OC(C)C2)c1` (configuration not stated)?
IL1B NFkB inh: -7.0; NFkB transloc pot: 7.0; MRP reversal: -4.7; PLAP inhibition: -29.8%; Bcl-B TR3 displacers: 5.8%; MRP reversal cytotoxicity: 80.9; MRP reversal with doxorubicin: 85.7; IL1B NFkB inh cell count 2 µM: 137; NFkB transloc pot cell count 2 µM: 137

Results for CC1CCCN(Cc2cnc(Cl)s2)C1 (configuration not stated) ?
IL1B NFkB inh: -1.6; NFkB transloc pot: 1.6; PLAP inhibition: -11.4%; Bcl-B TR3 displacers: 1.7%; IL1B NFkB inh cell count 2 µM: 112; NFkB transloc pot cell count 2 µM: 112

How did O=C(Cn1cnc2c(nnn2Cc2ccccc2)c1=O)N1CCN(c2ccccc2)CC1 do in these assays?
MRP reversal: 8.7; PLAP inhibition: 7.2%; Bcl-B TR3 displacers: 4.5%; MRP reversal cytotoxicity: 102.3; MRP reversal with doxorubicin: 93.5

How did COc1ccc(C(C)(C)C)cc1NC(=O)COC(=O)c1cnc(C)cn1 do in these assays?
IL1B NFkB inh: 1.3; NFkB transloc pot: -1.3; MRP reversal: 17.8; PLAP inhibition: -6.2%; Bcl-B TR3 displacers: 0.0%; MRP reversal cytotoxicity: 96.5; MRP reversal with doxorubicin: 78.7; IL1B NFkB inh cell count 2 µM: 87; NFkB transloc pot cell count 2 µM: 87

Results for CCN(CC)CCNC(=O)C(C)c1nn(C)c(=O)c2ccccc12 (configuration not stated) ?
IL1B NFkB inh: 10.0; NFkB transloc pot: -10.0; MRP reversal: -6.7; PLAP inhibition: -1.2%; Bcl-B TR3 displacers: 7.7%; MRP reversal cytotoxicity: 89.9; MRP reversal with doxorubicin: 96.6; IL1B NFkB inh cell count 2 µM: 107; NFkB transloc pot cell count 2 µM: 107

What do the screens show for `CCOC(=O)N1CCN(Cc2cn3ccccc3n2)CC1`?
IL1B NFkB inh: -5.5; NFkB transloc pot: 5.5; MRP reversal: -2.3; PLAP inhibition: -3.5%; Bcl-B TR3 displacers: 8.6%; MRP reversal cytotoxicity: 101.8; MRP reversal with doxorubicin: 104.1; IL1B NFkB inh cell count 2 µM: 159; NFkB transloc pot cell count 2 µM: 159

How did O=C(O)Cn1nnc(-c2cccs2)n1 do in these assays?
IL1B NFkB inh: -7.9; NFkB transloc pot: 7.9; MRP reversal: -9.4; PLAP inhibition: 10.7%; Bcl-B TR3 displacers: -0.1%; MRP reversal cytotoxicity: 99.8; MRP reversal with doxorubicin: 109.2; IL1B NFkB inh cell count 2 µM: 144; NFkB transloc pot cell count 2 µM: 144

Results for COc1ccc(S(=O)(=O)NC2CC3CCC2C3)cc1Cl (configuration not stated) ?
IL1B NFkB inh: -6.3; NFkB transloc pot: 6.3; MRP reversal: 9.9; PLAP inhibition: 27.8%; Bcl-B TR3 displacers: -4.5%; MRP reversal cytotoxicity: 101.3; MRP reversal with doxorubicin: 91.4; IL1B NFkB inh cell count 2 µM: 124; NFkB transloc pot cell count 2 µM: 124

How did O=c1c2ccccc2[nH]c(=S)n1CCCN1CCN(C2CCCCC2)CC1 do in these assays?
IL1B NFkB inh: 11.4; NFkB transloc pot: -11.3; MRP reversal: 17.8; PLAP inhibition: -43.6%; Bcl-B TR3 displacers: -0.2%; MRP reversal cytotoxicity: 89.5; MRP reversal with doxorubicin: 71.7; IL1B NFkB inh cell count 2 µM: 82; NFkB transloc pot cell count 2 µM: 82

What do the screens show for `CS(=O)(=O)N(CC(=O)NC1CC1)c1cccc(F)c1`?
IL1B NFkB inh: -5.8; NFkB transloc pot: 5.8; MRP reversal: -11.4; PLAP inhibition: -5.2%; Bcl-B TR3 displacers: -1.4%; MRP reversal cytotoxicity: 97.8; MRP reversal with doxorubicin: 109.2; IL1B NFkB inh cell count 2 µM: 135; NFkB transloc pot cell count 2 µM: 135

How did CCCc1n[nH]c(=O)[nH]1 do in these assays?
IL1B NFkB inh: -13.6; NFkB transloc pot: 13.6; MRP reversal: -1.1; PLAP inhibition: 6.7%; Bcl-B TR3 displacers: 7.5%; MRP reversal cytotoxicity: 90.8; MRP reversal with doxorubicin: 92.0; IL1B NFkB inh cell count 2 µM: 99; NFkB transloc pot cell count 2 µM: 99

What do the screens show for `CCOC(=O)c1ccc(NC(=O)Cn2nnc(-c3ccccc3)n2)cc1`?
IL1B NFkB inh: -3.9; NFkB transloc pot: 3.9; MRP reversal: -12.5; PLAP inhibition: -1.4%; Bcl-B TR3 displacers: 13.2%; MRP reversal cytotoxicity: 91.1; MRP reversal with doxorubicin: 103.6; IL1B NFkB inh cell count 2 µM: 91; NFkB transloc pot cell count 2 µM: 91

What do the screens show for `Cc1ccc(-c2nc3ccccc3[nH]2)cc1NC(=O)c1sc2ccccc2c1Cl`?
IL1B NFkB inh: 8.4; NFkB transloc pot: -8.4; PLAP inhibition: -8.4%; Bcl-B TR3 displacers: -4.1%; IL1B NFkB inh cell count 2 µM: 124; NFkB transloc pot cell count 2 µM: 124

How did CS(=O)(=O)N1CCC(NC(=O)Cc2ccccc2)CC1 do in these assays?
IL1B NFkB inh: 7.5; NFkB transloc pot: -7.5; MRP reversal: 7.1; PLAP inhibition: 12.3%; Bcl-B TR3 displacers: -6.0%; MRP reversal cytotoxicity: 100.5; MRP reversal with doxorubicin: 93.4; IL1B NFkB inh cell count 2 µM: 78; NFkB transloc pot cell count 2 µM: 78

Results for C/C(N)=C(/C#N)C(=O)COC(=O)c1cc(C)n(-c2ccc(F)cc2)c1C ?
IL1B NFkB inh: -20.5; NFkB transloc pot: 20.5; MRP reversal: 1.7; PLAP inhibition: -49.1%; Bcl-B TR3 displacers: -1.6%; MRP reversal cytotoxicity: 81.2; MRP reversal with doxorubicin: 79.5; IL1B NFkB inh cell count 2 µM: 148; NFkB transloc pot cell count 2 µM: 148

What do the screens show for `CC(C)(C)OC(=O)N1CCC[C@H]1c1nnc(SCc2ccc(Cl)cc2Cl)o1`?
IL1B NFkB inh: -18.5; NFkB transloc pot: 18.5; MRP reversal: 1.9; PLAP inhibition: -49.9%; Bcl-B TR3 displacers: -3.6%; MRP reversal cytotoxicity: 65.6; MRP reversal with doxorubicin: 63.7; IL1B NFkB inh cell count 2 µM: 162; NFkB transloc pot cell count 2 µM: 162

How did Cn1c(=O)c2c(ncn2CC(=O)N(Cc2ccccc2)c2ccccn2)n(C)c1=O do in these assays?
IL1B NFkB inh: 0.2; NFkB transloc pot: -0.2; MRP reversal: -4.2; PLAP inhibition: -28.9%; Bcl-B TR3 displacers: -2.9%; MRP reversal cytotoxicity: 79.0; MRP reversal with doxorubicin: 83.1; IL1B NFkB inh cell count 2 µM: 117; NFkB transloc pot cell count 2 µM: 117

Results for C=CCOn1c(=O)c(C)[n+]([O-])c2ccccc21 ?
MRP reversal: 1.1; PLAP inhibition: -11.9%; Bcl-B TR3 displacers: -0.6%; MRP reversal cytotoxicity: 90.1; MRP reversal with doxorubicin: 89.1

Results for COc1ccccc1CN1C(=O)[C@@H]2C(CC(N)=O)NC3(C(=O)Nc4c3ccc(Cl)c4C)[C@@H]2C1=O (some centres not stated) ?
IL1B NFkB inh: -12.4; NFkB transloc pot: 12.4; MRP reversal: -14.3; PLAP inhibition: -7.7%; Bcl-B TR3 displacers: -15.9%; MRP reversal cytotoxicity: 83.2; MRP reversal with doxorubicin: 97.5; IL1B NFkB inh cell count 2 µM: 127; NFkB transloc pot cell count 2 µM: 127

What do the screens show for `COc1cccc(C(=O)O/N=C(\N)c2ccc([N+](=O)[O-])cc2)c1OC`?
IL1B NFkB inh: -13.3; NFkB transloc pot: 13.3; PLAP inhibition: -5.4%; Bcl-B TR3 displacers: -9.0%; IL1B NFkB inh cell count 2 µM: 93; NFkB transloc pot cell count 2 µM: 93

Results for N/C(=N\OC(=O)Cc1ccc(-c2ccccc2)cc1)c1cccnc1 ?
IL1B NFkB inh: -12.2; NFkB transloc pot: 12.2; PLAP inhibition: 8.0%; Bcl-B TR3 displacers: -1.1%; IL1B NFkB inh cell count 2 µM: 177; NFkB transloc pot cell count 2 µM: 177

Results for CCCCn1nc(C(=O)N[C@@H](CCSC)c2nc3ccccc3[nH]2)c2ccccc2c1=O ?
IL1B NFkB inh: -13.0; NFkB transloc pot: 13.0; MRP reversal: -25.5; PLAP inhibition: 18.4%; Bcl-B TR3 displacers: -3.5%; MRP reversal cytotoxicity: 36.1; MRP reversal with doxorubicin: 61.6; IL1B NFkB inh cell count 2 µM: 161; NFkB transloc pot cell count 2 µM: 161

How did Cc1noc(C)c1COc1ccc(C(=O)OCC(=O)NC(=O)C2COc3ccccc3O2)cc1 (configuration not stated) do in these assays?
IL1B NFkB inh: 7.3; NFkB transloc pot: -7.3; MRP reversal: 10.5; PLAP inhibition: -0.9%; Bcl-B TR3 displacers: 15.7%; MRP reversal cytotoxicity: 99.3; MRP reversal with doxorubicin: 88.8; IL1B NFkB inh cell count 2 µM: 178; NFkB transloc pot cell count 2 µM: 178

Results for CCOC(=O)c1c(NC(=O)CSc2nnc(-c3ccncc3)n2Cc2ccco2)sc(C(C)=O)c1C ?
IL1B NFkB inh: 38.2*; NFkB transloc pot: -38.2; MRP reversal: 23.7; MRP reversal cytotoxicity: 55.9; MRP reversal with doxorubicin: 32.2; IL1B NFkB inh cell count 2 µM: 117*; NFkB transloc pot cell count 2 µM: 117

How did O=c1cc(C(F)(F)F)[nH]c(=O)n1C1CCCCC1 do in these assays?
IL1B NFkB inh: 10.4; NFkB transloc pot: -10.4; PLAP inhibition: -13.8%; Bcl-B TR3 displacers: -2.1%; IL1B NFkB inh cell count 2 µM: 75; NFkB transloc pot cell count 2 µM: 75

How did c1ccc(CCn2nnnc2C(c2cccnc2)N2CCN(c3ccccc3)CC2)cc1 (configuration not stated) do in these assays?
IL1B NFkB inh: 6.9; NFkB transloc pot: -6.9; MRP reversal: 18.5; PLAP inhibition: -60.5%; Bcl-B TR3 displacers: 4.9%; MRP reversal cytotoxicity: 94.6; MRP reversal with doxorubicin: 76.1; IL1B NFkB inh cell count 2 µM: 132; NFkB transloc pot cell count 2 µM: 132

What do the screens show for `Cc1[nH]nc2c1C(c1ccsc1C)C(C#N)=C(N)O2` (configuration not stated)?
IL1B NFkB inh: 0.9; NFkB transloc pot: -0.9; PLAP inhibition: 18.5%; Bcl-B TR3 displacers: -6.4%; IL1B NFkB inh cell count 2 µM: 150; NFkB transloc pot cell count 2 µM: 150

How did O=C(O)c1ccccc1C(=O)OCCCCOC(=O)c1ccccc1C(=O)O do in these assays?
MRP reversal: -19.0; PLAP inhibition: -22.4%; Bcl-B TR3 displacers: 2.3%; MRP reversal cytotoxicity: 82.6; MRP reversal with doxorubicin: 101.7

What do the screens show for `COc1ccc(CN2C(=O)c3ccccc3C2C(=O)NC2CCCC2)c(OC)c1` (configuration not stated)?
MRP reversal: 8.8; PLAP inhibition: -49.2%; Bcl-B TR3 displacers: -0.9%; MRP reversal cytotoxicity: 91.9; MRP reversal with doxorubicin: 83.1

How did CCc1ccc(OCc2nc(-c3ccccn3)no2)c(Br)c1 do in these assays?
IL1B NFkB inh: -5.5; NFkB transloc pot: 5.5; MRP reversal: -0.3; PLAP inhibition: -44.6%; Bcl-B TR3 displacers: -4.1%; MRP reversal cytotoxicity: 76.7; MRP reversal with doxorubicin: 77.0; IL1B NFkB inh cell count 2 µM: 138; NFkB transloc pot cell count 2 µM: 138

Results for CC(=O)N(/N=C1\Sc2ccccc2C1=O)c1ccc(C)cc1C ?
IL1B NFkB inh: 0.1; NFkB transloc pot: -0.1; MRP reversal: -1.4; PLAP inhibition: 3.9%; Bcl-B TR3 displacers: -11.9%; MRP reversal cytotoxicity: 58.4; MRP reversal with doxorubicin: 59.9; IL1B NFkB inh cell count 2 µM: 160; NFkB transloc pot cell count 2 µM: 160

These rows are one share of the data. The share of hits here may be higher or lower than overall.
